FBW7 activator = activators of human E3 ligase FBW7; actives 0.13% (n = 650,000); Q969H0; AID 1259310; normalized activity (activation), % at 26.1 µM; AlphaScreen FBW7–phospho-cyclin E peptide binding, activator screen; in the data active = normalized activity above about 1.9%;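 also: purified mutant Fbw7 with reduced substrate affinity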
GPR151 ag = activators of human GPR151. AID 1508602. activation, % at 11.2 µM. PathHunter beta-arrestin GPR151 cells, luminescence. actives 1% (n = 650,000); in the data active = activation above about 4.9%;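 also: 0% = median of compound wells and 100% = cells with positive control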
Target sequence (Q8TDV0 whole entry, looked up): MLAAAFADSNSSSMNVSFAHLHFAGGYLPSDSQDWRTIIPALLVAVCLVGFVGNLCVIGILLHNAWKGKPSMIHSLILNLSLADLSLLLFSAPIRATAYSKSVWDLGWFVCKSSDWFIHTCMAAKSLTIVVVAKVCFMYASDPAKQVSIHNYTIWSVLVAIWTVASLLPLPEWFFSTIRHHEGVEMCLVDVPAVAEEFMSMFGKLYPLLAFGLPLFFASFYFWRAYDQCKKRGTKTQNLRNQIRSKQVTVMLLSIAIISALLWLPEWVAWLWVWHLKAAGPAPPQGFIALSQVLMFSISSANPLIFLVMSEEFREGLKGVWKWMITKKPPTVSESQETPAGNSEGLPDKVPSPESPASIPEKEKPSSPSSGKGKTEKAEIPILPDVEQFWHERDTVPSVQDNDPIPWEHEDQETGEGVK
MITF inh = human MITF inhibition, primary screen | actives 0.91% (n = 650,000) | inhibition, % at 2.6 µM | AlphaScreen MITF homodimerization, bead proximity signal | O75030; in the data active = inhibition above about 50%;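 also: 0% = vehicle wells with protein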
Target sequence (O75030 whole entry, looked up): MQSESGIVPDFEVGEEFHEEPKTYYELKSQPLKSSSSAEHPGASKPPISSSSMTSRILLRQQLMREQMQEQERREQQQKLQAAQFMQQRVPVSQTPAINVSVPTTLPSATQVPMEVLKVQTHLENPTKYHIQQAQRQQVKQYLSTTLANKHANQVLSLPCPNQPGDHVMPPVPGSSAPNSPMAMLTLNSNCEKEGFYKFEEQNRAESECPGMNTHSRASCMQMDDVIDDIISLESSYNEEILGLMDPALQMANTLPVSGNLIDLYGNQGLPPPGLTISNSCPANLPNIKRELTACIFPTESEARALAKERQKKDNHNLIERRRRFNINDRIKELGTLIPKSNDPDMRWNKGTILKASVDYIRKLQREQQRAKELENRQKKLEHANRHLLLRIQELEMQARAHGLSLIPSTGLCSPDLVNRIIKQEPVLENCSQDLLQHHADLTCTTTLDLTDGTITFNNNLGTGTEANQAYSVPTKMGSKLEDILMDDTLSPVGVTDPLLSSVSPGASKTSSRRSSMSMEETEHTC
TEAD-YAP block = TEAD-YAP interaction inhibition. inhibition, % at 9.12 µM. AID 1259422. HEK-TIYL cells, TEAD-Gal4/YAP UAS-luciferase luminescence. actives 1.4% (n = 640,000); in the data active = inhibition above about 32%;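 also: 0% = median of test compound wells and 100% = reference inhibitor wells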
* marks the source's active call; other numbers are inactive results.

SMILES	FBW7 activator	GPR151 ag	MITF inh	TEAD-YAP block
CCn1c(/C(C#N)=C/c2ccc(OC)cc2)nc2ccccc21	-0.3	0.2	0.9	4.0
COc1cc2nc(N3CCc4ccccc4C3)nc(Nc3ccccc3)c2cc1OC	0.2	2.6	-4.5	-1.1
O=C(CSc1ncccn1)Nc1ccc([N+](=O)[O-])cn1	-0.2	0.9	-1.7	2.9
CCc1ccccc1NC(=O)C(=O)NC1CCC(C(C)(C)CC)CC1 (centres undefined)	-0.1	0.2	-3.6	5.5
CC1=C(C(=O)OC2CCCCC2)C(c2ccc(OCc3ccccc3)cc2)NC(=O)N1 (centres undefined)	-0.1	-0.5	54.9*	2.9
N=c1sccn1CC(=O)Nc1cc(Cl)ccc1Oc1ccccc1	0.0	0.6	-0.8	-6.7
COc1ccc(C(=O)N(c2ccc(Cl)cc2)c2nc3ccc(Cl)cc3s2)cc1	0.2	0.7	14.9	-9.2
O=C(NC1CC2CCC(C1)N2C1CC1)c1ccc([N+](=O)[O-])cc1 (centres undefined)	-0.4	-0.2	-8.7	-4.3
O=C(NCCCN1CCCC1=O)C1CCN(c2ccc(NCCN3CCOCC3)nn2)CC1	0.0	0.1	3.4	12.1
COc1ccccc1NC(=O)CSc1nc2ccccc2n1S(=O)(=O)c1ccc(Br)cc1	0.0	-0.3	7.3	-10.3
Cc1ccc(-c2noc(CN(C(=O)C(C)Oc3ccccc3)C(C)C)n2)cc1 (centres undefined)	0.2	0.0	-23.9	-6.5
CCCn1c2c(c(O)c(C(=O)Nc3ccc(C)cn3)c1=O)CCCC2	-0.1	0.4	2.8	-3.9
COC(=O)C1=C(C)NC2=C(C(=O)CC(c3ccc(Cl)cc3)C2)C1c1ccccc1 (centres undefined)	0.5	-0.2	-9.6	13.5
O=C(NC1CCCCCC1)c1ccc([N+](=O)[O-])s1	0.0	-1.0	2.6	-22.1
C=CCOc1cccc(C(=O)Nc2ccccc2C(N)=O)c1	0.7	0.6	4.0	-36.2
C(=C\c1nc(N2CCCC2)c2ccccc2n1)/c1ccccc1	0.4	-0.3	2.6	10.5
COC(=O)c1ccccc1NS(=O)(=O)c1ccc(C(C)=O)cc1	-0.1	0.8	-0.3	-5.4
CCn1c(SCC(=O)N2CCC(C)CC2)nnc1-c1c[nH]c2ccccc12	0.0	0.1	-10.5	4.0
CCc1ccc(NC(=O)CSC)cc1	0.0	-0.7	4.9	-7.8
Cn1ccc(CC(=O)NCC2CCC3(CCN(Cc4cccnc4)CC3)O2)c1 (centres undefined)	0.1	0.5	-2.1	1.7
O=C(Cn1nnc2ccccc2c1=O)N1CCN(c2ccc(F)cc2)CC1	-0.1	-0.6	10.8	0.5
O=C(Nc1ccc(Cl)cc1)C1CCCCC1	0.0	-0.1	-4.0	-22.9
COCCNC(=O)c1cc2c(n(-c3ccc(Cl)cc3)c1=O)CCCC2=O	0.4	0.6	2.0	1.5
CCOC(=O)CCn1cc(/C=C(\C#N)C(N)=S)c(-c2ccccc2)n1	0.2	-0.4	17.2	4.2
CCN(CC)CCNC(=O)c1sc2ncn(CC(=O)N3CCCCC3C)c(=O)c2c1C (centres undefined)	0.1	-0.3	8.5	-3.0
CCN1CCOC(CC(=O)Nc2cc(OC)cc(OC)c2)C1=O (centres undefined)	0.3	-1.2	14.3	0.3
COc1ccc(-c2cc(=O)oc3cc(OCC(N)=O)c(Cl)cc23)cc1	0.1	-1.2	10.6	5.5
Nc1cc(C2CCCNC2)nc2cc(-c3cccc(F)c3)nn12 (centres undefined)	1.1	3.9	6.5	-15.1
Cc1ccc2c(c1)-c1c(cnn1CC(=O)N1CC(C)CC(C)C1)CO2 (centres undefined)	-0.1	2.5	0.2	-5.7
C/C(N)=C1\C(=O)C(=O)N(C)C1c1ccccc1 (centres undefined)	0.1	-1.3	-3.4	2.7

Compound profiles, from the list above. Screens in order: FBW7 activator, GPR151 ag, MITF inh, TEAD-YAP block
Nc1cc(C2CCCNC2)nc2cc(-c3cccc(F)c3)nn12 (centres undefined) as listed: 1.1, 3.9, 6.5, -15.1
COCCNC(=O)c1cc2c(n(-c3ccc(Cl)cc3)c1=O)CCCC2=O as listed: 0.4, 0.6, 2.0, 1.5

Remaining list, next part
SMILES	FBW7 activator	GPR151 ag	MITF inh	TEAD-YAP block
Cc1cc(Cl)ccc1Nc1ncnc2sc3c(c12)CCCC3	-0.1	2.1	-1.1	-8.3
Cc1ccc(C2=CC(c3ccccc3F)n3ncnc3N2)cc1 (centres undefined)	0.3	-0.4	22.9	-5.6
COc1ccccc1OCC(=O)Nc1ccc(S(=O)(=O)Nc2onc(C)c2C)cc1	-0.3	0.1	7.7	2.4
COc1ccc(-c2noc(N3CCC(C(=O)Nc4ccccc4C#N)CC3)n2)cc1	0.0	0.9	4.9	7.7
O=C1NC(=S)S/C1=C\c1cn(-c2ccccc2)nc1-c1cccnc1	-0.1	0.7	-6.2	5.4
Fc1ccc(-c2[nH]c(-c3cccs3)nc2-c2ccccc2)cc1	0.1	0.9	1.0	14.1
C=C(C)COc1ccc2c(=O)c(Oc3ccccc3OC)c(C)oc2c1	0.3	0.7	10.1	2.1
COc1cc(C=O)cc(Br)c1OC(=O)c1cccc([N+](=O)[O-])c1	0.3	3.6	19.2	6.2
CCn1c(SCC(=O)N2CCCCC2C)nnc1-c1cccs1 (centres undefined)	-0.1	-0.9	-12.8	-5.6
COCC(=O)Nc1ncc([N+](=O)[O-])s1	-0.1	-2.3	6.0	-1.8

Some of the entries so far, with values under each structure:
Values run as follows: FBW7 activator | GPR151 ag | MITF inh | TEAD-YAP block
O=C(NCCCN1CCCC1=O)C1CCN(c2ccc(NCCN3CCOCC3)nn2)CC1
 : 0.0 | 0.1 | 3.4 | 12.1
CCc1ccccc1NC(=O)C(=O)NC1CCC(C(C)(C)CC)CC1 (centres undefined)
 : -0.1 | 0.2 | -3.6 | 5.5
O=C1NC(=S)S/C1=C\c1cn(-c2ccccc2)nc1-c1cccnc1
 : -0.1 | 0.7 | -6.2 | 5.4
CCCn1c2c(c(O)c(C(=O)Nc3ccc(C)cn3)c1=O)CCCC2
 : -0.1 | 0.4 | 2.8 | -3.9

More records:
SMILES	FBW7 activator	GPR151 ag	MITF inh	TEAD-YAP block
CCc1ccc(C2C(C#N)=C(N)N(c3ccc(F)cc3)C3=C2C(=O)CC(C)(C)C3)s1 (centres undefined)	-0.2	0.7	-4.6	-3.2
CCCc1cc2c(=O)c(-c3ccccn3)coc2cc1OC	0.0	1.2	-9.0	-56.7
Cn1c(N)c(C(=O)CSc2nc(N)cc(N)n2)c(=O)n(C)c1=O	0.6	1.1	12.7	-5.2
C=CCc1cc(/C=c2/sc3n(c2=O)C(c2ccccc2OC(C)C)C(C(=O)OCC)=C(C)N=3)cc(OC)c1O (centres undefined)	0.1	-0.1	12.9	-2.6
O=C(Nc1ccccc1C(=O)O)c1ccc2nsnc2c1	0.0	-5.3	9.5	5.7
O=C(Nc1ccc(Br)cc1C(F)(F)F)C(F)(F)F	0.8	-0.6	2.4	17.0
COC(=O)[C@@H]1C[C@H](NC(=O)c2cccc(Cl)c2)CN1Cc1ccccc1O	0.0	0.3	15.7	1.7
CC1(C)Oc2ccc(C(=O)N/N=C/c3cccs3)cc2NC1=O	0.0	-0.6	20.0	-0.7
CCCOc1ccc(/C(O)=C2\C(=O)C(=O)N(c3nc(C)c(C(=O)OC)s3)C2c2ccc(O)c(OCC)c2)c(C)c1 (centres undefined)	0.0	1.6	29.4	1.2
COc1ccc(C(=O)c2sc3nc(-c4ccccc4)cc(-c4ccc(F)cc4)c3c2N)cc1OC	0.3	-0.3	-2.4	0.2
Cc1ccc(-c2nc(NC(=O)c3cccc(Br)c3)sc2-c2ccccc2)cc1	0.3	0.7	-10.8	-5.4
O=C(Cc1ccccc1)Nc1sc2c(c1C(=O)Nc1cccc3ccccc13)CCCC2	0.3	-0.3	13.5	8.3
CCCC1CCC(C(=O)Nn2c(-c3cccc(C)c3)nc3ccccc3c2=O)CC1 (centres undefined)	-0.1	0.2	-7.8	-15.0
CCc1c(O)nc(SC)n(C(C)CC)c1=O (centres undefined)	0.1	-1.2	-1.6	1.6
CC1=C(C(=O)Nc2cccnc2)C(c2ccccn2)C2=C(CCCC2=O)N1 (centres undefined)	0.3	-1.1	4.7	0.2
COc1ccccc1NC(=O)C1=C(C)NC2=C(C(=O)CCC2)C1c1cccc(O)c1 (centres undefined)	0.2	0.2	7.2	-1.0
CCN1CCN(c2ccc(Nc3nc(C)nc4cc(Cl)ccc34)cc2)CC1	0.0	-1.5	-8.0	-17.5
Cc1ccc(-c2ccc(=O)n(-c3ccccc3)n2)cc1	0.0	-0.2	-2.9	6.4
Cc1ccc(N2CC(NC(=O)NCC3CCCO3)CC2=O)cc1 (centres undefined)	0.1	-0.7	20.8	-5.8
COc1ccccc1/C=C/c1cc(OC)c2c(C)oc(C)c2c(=O)c1	0.2	1.3	9.8	6.3
Cc1cc2c(cc3c(=O)n(CC(=O)N4CCCC4)nc(C)n32)s1	-0.1	0.8	-7.9	-3.9
Cc1ccc2cc(CN(CCO)C(=O)c3ccc(F)cc3)c(=O)[nH]c2c1C	0.0	0.7	-10.6	5.9
O=C1NC2(CCN(C(=O)c3ccccc3F)CC2)Nc2ccccc21	0.2	2.1	7.8	-13.5
CC(C)N(CC(=O)c1cccs1)Cc1ccccc1	0.0	-2.3	16.4	-35.3
CCc1cc2ccccc2nc1SCC(=O)NNC(=O)c1ccccc1	0.0	0.5	6.5	-31.4
Cc1nc(Cl)cc(N/N=C/c2c(O)ccc3ccccc23)n1	-0.1	-0.7	11.4	0.5
CC1CCN(C(=O)c2ccccc2NC(=O)c2ccc(Cl)cc2)CC1	0.0	-1.9	0.1	1.2
CCOC(=O)c1ccc(NC(=S)Nc2ccc(OC)cc2OC)cc1	-0.1	4.1	0.3	-2.8
Cc1cc(/C=C2\SC(=Nc3ccccc3)N(C3CCCCC3)C2=O)c(C)n1-c1ccc(F)cc1	-0.1	0.8	-0.8	3.6
CN1CCN(C(=O)c2ccc([N+](=O)[O-])o2)CC1	-0.3	-0.5	-5.5	2.3

Looked up above.
`CC1CCN(C(=O)c2ccccc2NC(=O)c2ccc(Cl)cc2)CC1` | GPR151 ag = -1.9
`Cc1nc(Cl)cc(N/N=C/c2c(O)ccc3ccccc23)n1` | GPR151 ag = -0.7
`Cc1cc(/C=C2\SC(=Nc3ccccc3)N(C3CCCCC3)C2=O)c(C)n1-c1ccc(F)cc1` | GPR151 ag = 0.8
`CCc1cc2ccccc2nc1SCC(=O)NNC(=O)c1ccccc1` | FBW7 activator = 0.0
`Cc1ccc2cc(CN(CCO)C(=O)c3ccc(F)cc3)c(=O)[nH]c2c1C` | MITF inh = -10.6
`CC(C)N(CC(=O)c1cccs1)Cc1ccccc1` | MITF inh = 16.4

Next part
SMILES	FBW7 activator	GPR151 ag	MITF inh	TEAD-YAP block
CC(C)CC(=O)N1CCC(c2nc3c(nnn3Cc3ccccc3)c(=O)[nH]2)CC1	1.1	-0.9	4.8	14.0
CCCCc1ccc(-c2nc(C=Nc3cccc(C)c3)c(O)o2)cc1	0.0	1.0	-1.2	5.5
COc1ccc(-c2cc(=O)oc3c(OC)c(OC)ccc23)cc1	0.0	-1.4	-3.3	55.6*
COc1cccc(C(=O)Nc2nnc(SCC(=O)Nc3ccc(C(C)=O)cc3)s2)c1	-0.1	-0.1	-2.8	9.0
COc1ccc(-c2nnc(SCCC(=O)O)n2C)cc1OC	-0.1	-2.0	3.5	-4.2
O=C(NCc1ccc(Cl)cc1)NCc1nnnn1C1CCCCC1	-0.1	0.4	-10.0	-4.4
CCCC(C)C(=O)N(Cc1ccccc1)c1ccccn1 (centres undefined)	-0.1	-1.4	-6.2	0.6
COCC(=O)Nc1ccc(S(=O)(=O)Nc2onc(C)c2C)cc1	0.6	0.9	4.4	3.1
Cc1n[nH]c(C)c1CNC(=O)c1ccc(OC2CCN(C(=O)C3CC3)CC2)cc1	0.3	2.6	14.0	2.3
COC(=O)c1cnc(Nc2ccc(C(F)(F)F)cc2)c2ccccc12	0.2	-0.9	4.4	5.3
CCCCSc1nc2sc3c(c2c(=O)n1-c1ccccc1)CCCCC3	0.0	3.1	3.1	-4.4
CC(=O)NC(=O)c1cc2cc([N+](=O)[O-])ccc2oc1=Nc1ccccc1C	-0.4	0.4	8.1	-7.4
CCC(c1ccccc1)c1nnc(NC(=O)Nc2ccccc2)s1 (centres undefined)	-0.2	2.5	-4.4	-5.2
CN(C)c1ccc(CCCNC(=O)Cc2ccc(Cl)cc2)cc1	0.4	-2.1	11.1	31.1
O=C(CN1CCC(C(=O)c2ccc3c(c2)OCCO3)CC1)NC1CCCC1	0.0	-0.2	-1.0	10.1
Cn1c(=NC(=O)/C=C/c2ccccc2)sc2cc(S(C)(=O)=O)ccc21	0.4	0.3	17.3	5.3
COc1ccc([N+](=O)[O-])cc1NC(=O)CSCCc1ccccn1	-0.1	0.6	-18.9	-5.8
CCOC(=O)C1=C(C)N(C)C(=O)C1CC(=O)O (centres undefined)	-0.3	1.4	-0.5	-4.7
COc1ccc(OC)c(C(=O)COC(=O)c2ccccc2O)c1	0.1	3.1	0.9	-6.7
CC(Cc1ccco1)NS(=O)(=O)c1ccc(F)cc1 (centres undefined)	-0.2	0.8	0.2	-4.4
Cc1nc(NN)nc(NCc2ccccc2)n1	-0.4	1.2	2.2	3.7
CC(=O)c1ccc(NC(=O)C(C)N(C)CC(=O)Nc2ccccc2Br)cc1 (centres undefined)	-0.1	-1.6	4.1	9.6
Cc1nc2ccccc2c(=O)n1NCc1ccc(C(C)C)cc1	-0.1	-1.4	9.8	-10.2
CCN(C1=NS(=O)(=O)c2ccccc21)c1ccccc1	0.0	1.3	4.8	-6.0
CCCCOC(=O)C(C)OC(=O)c1ccc(C)c(C)c1 (centres undefined)	0.3	0.6	4.2	9.6
O=C(CNS(=O)(=O)c1ccccc1)NNC(=O)c1ccc(Cl)cc1	0.0	-0.5	-1.7	-4.3

Screening results: PubChem, The Scripps Research Institute Molecular Screening Center
